Screens as filed in PubChem.
ELG1 DNA repair = qHTS screen for small molecules that inhibit ELG1-dependent DNA repair in human embryonic kidney (HEK293T) cells expressing luciferase-tagged ELG1. 330,000 tested, 2.3% active. HEK293T ELG1-luciferase reporter, luminescence, 16 h; DNA damage induced by 5-fluorouridine. Potency, µM (titrated, usually from 46.1 µM), inactives show top-dose activity change, negative = inhibition, most hits filed as inhibitors. AID 504467, 2011; also: potency is read from the fitted curve at half-maximal effect; % is scaled to controls: 0 for no effect and ±100 for the full control effect; nearly all actives have a fitted effect of over 55% in size
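5-Fluorouridine DNA damage + compound/DMSO, 2,000 cells/well, 16 h, 37 °C/5% CO2. ONE-Glo, 30 min RT, luminescence. Readout = decrease in reporter signal.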
TRPV1 ag = HTS Assay for Compounds that Act as Agonists of the Vanilloid Receptor 1 | Transient receptor potential cation channel subfamily V member 1 (Homo sapiens), Q8NER1 | TRPV1-expressing cells, Fluo-8 calcium influx, agonist mode | activation, % at 8.33 µM | 320,000 tested, 0.19% active; in the data active = activation above about 80%; inconclusive = between about 30% and that limit; also: 0% is about no effect
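TRPV1-expressing cells were cultured overnight at 35.5C and loaded with Fluo-8 calcium dye for 40 to 90 min at room temperature. After a 10 s baseline, compound was added and calcium influx was read kinetically for 3 min (ex 480/em 520 nm).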
NPC1 promoter act = qHTS Assay for NPC1 Promoter Activators. Potency, µM (titrated, usually from 9.22 µM), for inactives: at the top dose activation, usual class: activators. Huh7 NPC1 promoter luciferase reporter, 24 h. 320,000 tested, 2.4% active;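 also: potency is read from the fitted curve at half-maximal effect; % of control where 0% means no effect; nearly all actives have a fitted effect of over 60% in size; reporter is driven by a mutant NPC1 promoter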
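Luminescence from an NPC1 promoter-driven luciferase reporter in stably transfected Huh7 cells was measured after 24 h compound treatment at 37 °C, followed by 10 min ambient incubation with luciferase detection reagent.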
Rab9 prom act = qHTS Assay for Rab9 Promoter Activators; Huh7 Rab9 promoter-luciferase reporter, luminescence, 24 h; Potency, µM (top dose mostly 9.22 µM), for the others: at the highest dose activation, negative = inhibition, actives largely listed as activators; 320,000 tested, 2.8% active; also: potency is read from the fitted curve at half-maximal effect; % of control where 0% means no effect; nearly all actives have a fitted effect of over 60% in size
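Using Huh7 cells stably transfected with Rab9 promoter–luciferase, compounds were incubated 24 h at 37 °C, 5% CO2; luciferase luminescence was read 10 min after reagent addition.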
VP16 counter = VP16 counterscreen qHTS for inhibitors of ROR gamma transcriptional activity. Drosophila S2 Gal4-VP16 UAS-luciferase, luminescence, 20 h. Potency, µM (top dose mostly 53.6 µM), for the others: at the top dose activity, negative = inhibition, usual class: inhibitors. 310,000 tested, 3.5% active;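 also: Gal4-VP16 expression switched on by copper sulfate through the metallothionein promoter; potency is read from the fitted curve at half-maximal effect; % is scaled to controls: 0 for no effect and ±100 for the full control effect; nearly all actives have a fitted effect of over 50% in size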
RORg inh = qHTS for inhibitors of ROR gamma transcriptional activity. Drosophila S2 Gal4-RORgamma UAS-luciferase reporter, 20 h. 310,000 tested, 5.4% active. Nuclear receptor ROR-gamma (Mus musculus), P51450. Potency, µM (series often up to 53.6 µM), for inactives: top-dose activity change, negative = inhibition, actives largely listed as inhibitors; also: potency is read from the fitted curve at half-maximal effect; % is scaled to controls: 0 for no effect and ±100 for the full control effect; nearly all actives have a fitted effect of over 60% in size
Target sequence (P51450 whole entry, looked up, the tested form may be a part): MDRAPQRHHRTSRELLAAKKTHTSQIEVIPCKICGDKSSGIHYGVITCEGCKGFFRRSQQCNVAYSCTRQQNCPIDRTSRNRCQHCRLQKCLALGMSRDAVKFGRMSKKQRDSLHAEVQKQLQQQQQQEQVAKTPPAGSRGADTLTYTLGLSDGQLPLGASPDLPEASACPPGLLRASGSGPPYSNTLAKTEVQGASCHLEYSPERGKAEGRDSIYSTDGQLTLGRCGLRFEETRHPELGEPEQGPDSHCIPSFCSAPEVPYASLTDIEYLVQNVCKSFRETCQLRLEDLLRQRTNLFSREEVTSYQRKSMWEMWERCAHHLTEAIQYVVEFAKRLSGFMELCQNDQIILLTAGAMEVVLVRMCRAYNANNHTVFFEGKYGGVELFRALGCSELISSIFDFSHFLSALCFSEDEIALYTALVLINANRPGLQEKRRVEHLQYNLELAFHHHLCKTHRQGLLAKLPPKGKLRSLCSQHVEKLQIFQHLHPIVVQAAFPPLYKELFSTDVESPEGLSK
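Luciferase reporter read in Schneider cells carrying Gal4-RORγ (mouse) and UAS-Photinus luciferase; cells given compound 1 h before 700 uM copper sulfate induction, then incubated 20 h at ambient temperature.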
ELG1 genotox = qHTS screen for small molecules that induce genotoxicity in human embryonic kidney (HEK293T) cells expressing luciferase-tagged ELG1; Potency, µM (titrated, usually from 46 µM), inactives show at the top dose activity change, positive = activation, most hits filed as activators; AID 504466, 2011; 330,000 tested, 1.3% active; HEK293T ELG1-luciferase reporter, luminescence, 16 h; also: potency is read from the fitted curve at half-maximal effect; % of control where 0% means no effect; nearly all actives have a fitted effect of over 60% in size
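Reporter readout depends on ELG1 protein level, which increases with genetic stress. After 16 hr compound exposure at 37 °C, luciferase activity was quantified using ONE-Glo.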
FLuc counter = qHTS profiling assay for firefly luciferase inhibitor/activator using purifed enzyme and Km concentrations of substrates (counterscreen for miR-21 project) | purified FLuc, Km substrates, luminescence inhibition | Potency, µM (highest dose often 57.5 µM), for inactives: at the highest dose activity change, negative = inhibition, most hits filed as inhibitors | 360,000 tested, 6.9% active | AID 588342, 2011;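 also: potency is read from the fitted curve at half-maximal effect; plate controls were vehicle for no effect and reference inhibitor for full effect; nearly all actives have a fitted effect of over 55% in size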
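Purified P. pyralis luciferase (10nM final) with 10uM D-luciferin and 10uM ATP (Km levels) in 50mM Tris acetate pH 7.5, 10mM Mg acetate, 0.01% Tween-20, 0.05% BSA; qHTS 6-point titration, ~60 µM downward; luminescence read.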
p53 reactivation = qHTS assay for re-activators of p53 using a Luc reporter; H1299 p53-A138V BP100-luciferase reporter, luminescence, 24 h; Potency, µM (series often up to 92.2 µM), without a hit: at the top dose activity change, positive = activation, hits mostly activators; 320,000 tested, 0.063% active; also: potency is read from the fitted curve at half-maximal effect; % of control where 0% means no effect; nearly all actives have a fitted effect of over 45% in size
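p53-null H1299 cells stably carrying temperature-sensitive p53-A138V and a BP100-luciferase reporter were pinned with compounds (4-point, 1:5 series) and held 24 hrs at 37 deg C. Luminescence was read 10 min after detection reagent.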
BRCA1 expr up = qHTS Assay to Identify Small Molecule Activators of BRCA1 Expression; Potency, µM (doses to about 46.1 µM), for inactives: at the highest dose activation, most hits filed as activators; MCF7-BRCA1-FFLuc reporter, luminescence, 48 h; response scale: scaled: vehicle 0%, 10 µM genistein 100%; 380,000 tested, 1.1% active; also: potency is read from the fitted curve at half-maximal effect; nearly all actives have a fitted effect of over 80% in size; some results filed as inactive show a strong effect at the top dose
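Reporter cells (MCF7, BRCA1 promoter-firefly luciferase) received library compounds across a concentration series for 48 h. End-point luminescence was measured and concentration-effect curves derived after normalization.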
Tb PFK inh = qHTS Assay to Find Inhibitors of T. brucei phosphofructokinase; ATP-dependent 6-phosphofructokinase (Trypanosoma brucei brucei), O15648; T. brucei PFK, ADP-Glo luminescence; 330,000 tested, 0.17% active; Potency, µM (doses to about 57.5 µM), for inactives: at the highest dose activity, negative = inhibition, usual class: inhibitors;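 also: potency is read from the fitted curve at half-maximal effect; 0% = uninhibited 1x PFK enzyme wells and -100% = no-enzyme wells; nearly all actives have a fitted effect of over 60% in size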
Target sequence (O15648 whole entry, looked up): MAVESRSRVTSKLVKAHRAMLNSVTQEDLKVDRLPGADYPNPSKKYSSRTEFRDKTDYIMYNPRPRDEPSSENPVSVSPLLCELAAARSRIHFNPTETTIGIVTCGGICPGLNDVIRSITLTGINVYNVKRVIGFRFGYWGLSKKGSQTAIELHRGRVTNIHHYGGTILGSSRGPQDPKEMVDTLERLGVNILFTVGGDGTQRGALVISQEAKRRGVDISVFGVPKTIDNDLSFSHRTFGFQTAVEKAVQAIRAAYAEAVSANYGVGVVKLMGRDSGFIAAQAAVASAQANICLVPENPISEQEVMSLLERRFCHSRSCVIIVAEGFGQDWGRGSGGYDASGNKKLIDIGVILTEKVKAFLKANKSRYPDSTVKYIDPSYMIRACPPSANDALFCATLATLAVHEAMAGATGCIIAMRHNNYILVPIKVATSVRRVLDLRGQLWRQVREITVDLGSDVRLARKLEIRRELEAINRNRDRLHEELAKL
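In TEA buffer at pH 8.0 with 5 mM MgCl2, enzyme (1.25 nM) converted F6P (0.5 mM) and ATP (0.1 mM) for 45 min at room temperature. ADP product was read by luciferase luminescence.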
Active calls of the source: *; ? = inconclusive; nt = not tested or not shown; [ ] = dose if it differs, or a comment. Unless noted, calls follow the shape of the dose curve; as a rule, active = well fitted curve in the direction sought with a large enough effect; inconclusive = small, poorly fitted or top-dose-only effect, or another doubt; inactive = no such curve, though single readings can be large; an effect the other way counts as inactive or inconclusive.

No.	SMILES	Tb PFK inh	ELG1 genotox	ELG1 DNA repair	TRPV1 ag	FLuc counter	BRCA1 expr up
1	O=C(COc1ccc(F)cc1)OCCN1CCOCC1	-5%	4%	1%	-1	1%	0%
2	Cn1cc(CN2CCCC(CO)(Cc3ccccc3)C2)cn1 (configuration not stated)	-1%	1%	11%	-1	-1%	-8%
3	O=C(c1ccccc1)N1CCC(CC2CC(c3cccc(Br)c3)=NO2)(C(=O)NCC2CCCCC2)CC1 (configuration not stated)	8%	-5%	?	-1	4%	-48%
4	CCOc1ccc(C2C=C(c3ccc(F)cc3)Nc3ncnn32)cc1 (configuration not stated)	0%	0%	-7%	-1	-1%	?
5	Cc1ccc(-c2cc(-c3ccccc3Cl)c(C#N)c(N)n2)o1	14%	-3%	?	?	-12%	-23%
6	C=CCn1c(-c2ccccc2)n[nH]c1=S	0%	-4%	16%	5	-12%	-18%
7	C[C@]12CC[C@H](O)CC1=CCC1C2CC[C@@]2(C)C1CC[C@@H]2NC(=O)[C@@H](N)Cc1ccccc1 (some centres not stated)	-2%	-2%	-7%	nt	nt	-51%
8	O=C(O)Cn1cc(/C=N/NC(=O)c2cc3cc(Br)ccc3o2)c2ccccc21	-9%	1%	0%	0	12µM*	10%
9	COc1ccc(-c2cc(C)nc3c(-c4ccccc4)cnn23)cc1	2%	0.65µM*	?	0	0.67µM*	?
10	COC(=O)[C@H](C)NC(=O)NCc1ccc(S(N)(=O)=O)cc1	-3%	-2%	0%	-4	0%	-1%
11	O=C(c1ccco1)N1CCN(C(=S)Nc2cc(F)cc(F)c2)CC1	-2%	-4%	-18%	-3	2%	-17%
12	CC(C(=O)N=c1sc2ccccc2n1C)N1C(=O)C2CC=CCC2C1=O (configuration not stated)	3%	4%	2%	-7	-15%	-30%

No.	NPC1 promoter act	RORg inh	p53 reactivation	VP16 counter	Rab9 prom act
1	2%	-12%	1%	4%	0%
2	-1%	0%	-3%	6%	-5%
3	-4%	33%	nt	-13%	-7%
4	2%	13µM*	-19%	?	-5%
5	-4%	?	-5%	-5%	2%
6	-3%	?	12%	0%	-4%
7	nt	nt	-13%	nt	nt
8	1%	-4%	3%	-8%	1%
9	0.5µM*	?	-4%	?	0.56µM*
10	2%	6%	0%	-3%	-3%
11	1%	nt	nt	nt	-1%
12	0%	23%	5%	-5%	-2%

The last 2 entries of the part before open the next one:
No.	SMILES	Tb PFK inh	ELG1 genotox	ELG1 DNA repair	TRPV1 ag	FLuc counter	BRCA1 expr up
11	O=C(c1ccco1)N1CCN(C(=S)Nc2cc(F)cc(F)c2)CC1	-2%	-4%	-18%	-3	2%	-17%
12	CC(C(=O)N=c1sc2ccccc2n1C)N1C(=O)C2CC=CCC2C1=O (configuration not stated)	3%	4%	2%	-7	-15%	-30%
13	OCC[C@H]1C[C@@H](O)[C@H](O)[C@@]2(CCCc3ccccc3O2)O1	-22%	3%	1%	8	-1%	40%
14	COc1cc(C=O)ccc1OCc1c(C)noc1C	3%	4%	?	3	6%	0%
15	CC(C)Nc1nc(-c2cccnc2)nc(-c2ccccc2)c1C#N	1%	0%	?	2	2%	-27%
16	OC(CN1CCN(c2ccccc2)CC1)Cn1c2ccccc2c2ccccc21 (configuration not stated)	-5%	-8%	?	-1	1%	-71%
17	Cc1cccc(CSc2nc3nc(C)cc(C)n3n2)c1	1%	9%	?	1	-4%	61%
18	CCC1(C)CC(C(CC(=O)O)c2ccc(C)cc2)CCO1 (configuration not stated)	5%	1%	-12%	-1	7%	5%
19	O=C1C(=O)N(CCCc2ccccc2)c2ccccc21	-8%	1%	4%	-4	?	-21%
20	COc1ccc(S(=O)(=O)Nc2cc(C)on2)cc1NC(C)=O	-6%	1%	15%	-2	1%	1%
21	CCNC(=S)NNC(=O)c1ccccc1OC(F)F	-5%	2%	7%	3	-1%	-1%
22	N#Cc1ccc(C2=CC(=O)C[C@H](c3ccc4c(c3)OCO4)C2)cc1	2%	0%	?	?	3%	-2%
23	CN(CC(CC(=O)O)c1ccccc1)S(=O)(=O)c1ccc(Br)cc1 (configuration not stated)	-5%	-1%	4%	1	0%	-6%
24	Cc1ccc(NC(=O)c2cc(-c3cccc(O)c3)on2)cc1C	-2%	?	?	nt	9.5µM*	?

No.	NPC1 promoter act	RORg inh	p53 reactivation	VP16 counter	Rab9 prom act
11	1%	nt	nt	nt	-1%
12	0%	23%	5%	-5%	-2%
13	-1%	nt	5%	nt	-2%
14	-7%	-18%	-1%	18%	3%
15	0%	1%	2%	0%	-9%
16	0%	-6%	-1%	-11%	1%
17	-2%	?	-3%	6%	0%
18	2%	4%	2%	-3%	-4%
19	1%	?	9%	7%	17%
20	-3%	nt	-1%	nt	2%
21	7%	4µM*	1%	?	-5%
22	-4%	nt	?	nt	0%
23	-1%	?	-6%	15%	0%
24	-7%	6%	?	?	7%

(listing goes on)
No.	SMILES	Tb PFK inh	ELG1 genotox	ELG1 DNA repair	TRPV1 ag	FLuc counter	BRCA1 expr up
25	COc1ccc(-c2[nH]ncc2N=Nc2cc(C)cc(C)c2)cc1	-5%	3%	?	0	2%	-82%
26	CC(C)C[C@@H](C(=O)NC1CC1)N1C(=O)N2CCc3c([nH]c4ccccc34)[C@@]2(C)C1=O	-1%	-3%	?	1	7%	-24%
27	N#CC1(NC(=O)Cn2ncc(Cl)c(Cl)c2=O)CCCCC1	0%	-51%[inhibitor]	5.8µM*	1	6%	-94%
28	Cc1ccc(S(=O)(=O)NC(CC(=O)O)c2ccccc2)cc1 (configuration not stated)	22%	-4%	-2%	1	1%[2.3 µM]	3%
29	C=CCn1cccc(C(=O)Nc2cc(OC)ccc2OC)c1=O	2%	0%	-7%	12	-5%	-1%
30	CCN(CC)S(=O)(=O)c1ccc(N2CC(C(=O)NC3(C)CCS(=O)(=O)C3)CC2=O)cc1 (configuration not stated)	-6%	0%	7%	-4	1%	-14%
31	NS(=O)(=O)c1ccc(CCNCc2cccnc2)cc1	0%	-4%	11%	-1	5%	0%
32	CCc1cccc(CC)c1NC(=O)COC(=O)CCc1cc(OC)c(OC)c(OC)c1	-6%	-2%	?	-2	-1%	-19%
33	COc1ccc(-c2nnn(CC(=O)N(CCO)C(C(=O)NC3CCCC3)c3ccncc3)n2)cc1 (configuration not stated)	0%	-2%	8%	5	-6%	1%
34	NNC(=O)c1ccc(CSc2cccc3cccnc23)cc1	-2%	1%	-1%	0	?	0%
35	COc1cc(CCC(=O)OCC(=O)NC2CCCC(C)C2C)cc(OC)c1OC (configuration not stated)	-6%	0%	-7%	6	-2%	-18%
36	CC(=O)c1ccc(S(=O)(=O)Nc2cccc(-n3cnnn3)c2)cc1	-17%	0%	14%	0	2%	-25%

No.	NPC1 promoter act	RORg inh	p53 reactivation	VP16 counter	Rab9 prom act
25	-15%	-2%	-3%	?	-2%
26	-4%	4%	nt	5%	-3%
27	-40%[inhibitor]	nt	-15%	nt	-41%[inhibitor]
28	0%	-32%	1%	1%	-1%
29	14%	25%	1%	1%	21%
30	-8%	nt	1%	nt	-3%
31	1%	-31%	-11%	5%	-3%
32	0%	-2%	-3%	-7%	-8%
33	-3%	?	3%	28%	0%
34	1%	?	1%	-8%	0%
35	3%	-17%	0%	4%	-1%
36	0%	14%	-2%	10%	0%

One compound at a time, from the list above. Values in the order: Tb PFK inh | ELG1 genotox | ELG1 DNA repair | TRPV1 ag | FLuc counter | BRCA1 expr up | NPC1 promoter act | RORg inh | p53 reactivation | VP16 counter | Rab9 prom act
CCNC(=S)NNC(=O)c1ccccc1OC(F)F reads -5% | 2% | 7% | 3 | -1% | -1% | 7% | 4µM* | 1% | ? | -5%
OC(CN1CCN(c2ccccc2)CC1)Cn1c2ccccc2c2ccccc21 (configuration not stated) reads -5% | -8% | ? | -1 | 1% | -71% | 0% | -6% | -1% | -11% | 1%

Compounds as they come; about 15% have a hit in one of these screens.
